Polio RdRp inh: inhibitors of poliovirus RNA polymerase binding and polymerization. poliovirus polymerase elongation, fluorescence polarization; stronger effect = lower value. % elongation, % (compound at 16.7 µg/mL). 0.66% of 150,000 active. AID 588519; in the data active = % elongation below about 90%; note: some results filed as inactive read as strong as hits
Target sequence (P03300 1749-2209 limits assumed): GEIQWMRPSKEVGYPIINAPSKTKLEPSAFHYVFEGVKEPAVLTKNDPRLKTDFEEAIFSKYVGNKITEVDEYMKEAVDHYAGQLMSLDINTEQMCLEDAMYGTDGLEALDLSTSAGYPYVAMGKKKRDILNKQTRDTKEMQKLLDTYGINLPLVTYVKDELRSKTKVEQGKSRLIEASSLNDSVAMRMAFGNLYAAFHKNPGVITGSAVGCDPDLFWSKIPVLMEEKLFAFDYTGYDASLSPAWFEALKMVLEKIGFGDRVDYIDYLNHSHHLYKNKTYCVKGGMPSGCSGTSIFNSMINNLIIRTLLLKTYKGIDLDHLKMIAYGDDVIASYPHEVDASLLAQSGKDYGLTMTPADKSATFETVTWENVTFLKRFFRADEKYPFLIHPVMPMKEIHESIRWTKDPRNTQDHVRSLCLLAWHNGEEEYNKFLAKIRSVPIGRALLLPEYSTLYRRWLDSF
Polio RdRp inh FP z-score: recorded beside Polio RdRp inh, whose call it bears; z-score; measured here: FP z-score; hits read low
* hit, by the source's call. Not all compounds are listed. The share of hits here may be higher or lower than overall.

SMILES	Polio RdRp inh	Polio RdRp inh FP z-score
CCOc1ccc(C(NC(=O)c2ccco2)c2ccc(OC)c(OC)c2)cc1 (stereo unspecified)	101	-0.3
COc1cc(Br)c(CNC(C)(C)CO)cc1OC	101	-0.2
Cc1ccc(NC(=S)NC(=O)CC2CC(C)(C)OC2=O)cc1 (stereo unspecified)	101	0
Cc1c(C)c(C)c(CSc2ccccc2N)c(C)c1C	105	0.1
Cc1oc2ccc(O)c(Cl)c2c1C(=O)O	101	-0.1
CCN(CC)CCOc1ccc(/C(C)=N\O)cc1	103	0
COc1ccc(C(=O)c2ccccc2)c(OCC(=O)NC23CC4CC(CC(C4)C2)C3)c1	104	0.1
Cc1ccc2c(=O)cc(C(=O)Nc3ccc(S(=O)(=O)Nc4onc(C)c4C)cc3)oc2c1	101	-1.2
CCOC(=O)c1nc(C)nc(Sc2n[nH]c(-c3ccccc3)n2)c1C	101	-0.2
O=C(NC1(C(F)(F)F)N=C(c2ccccc2)N(C2CCCCC2)C1=O)c1ccc(F)cc1 (stereo unspecified)	109	1
CCCn1nc(C(=O)NCc2ccccc2)c2ccccc2c1=O	99	-0.7
CN(C)CCCNc1oc(-c2ccccc2Cl)nc1S(=O)(=O)c1ccc(F)cc1	100	0.1
CCCCCc1ccc(CC(=O)O)cc1	99	-0.2
CC(C#N)(NC(=O)CSc1ncccn1)C1CC1 (stereo unspecified)	102	0
COCCNc1nc(-c2cc(C)n(-c3ccccc3F)c2C)cs1	104	0.3
CCC(Cc1ccccc1)NC(=O)c1oc(=O)c2ccccc2c1-c1ccccc1 (stereo unspecified)	103	0
COc1ccc(-c2cn3nc(N4CCC(C(=O)Nc5cccc(OC)c5)CC4)sc3n2)cc1	105	-0.5
Cc1ccc(-c2cnnn2-c2ccc(-c3csc(C)n3)cc2)cc1	101	-0.1
CC(Sc1ccccc1)C(=O)NCCc1ccccc1 (stereo unspecified)	100	-0.1
CCCN(CCC)CCCn1cnc2c([nH]c3ccc(Cl)cc32)c1=O	104	0.8
O=C(NN1CCOCC1)c1ccc(Cl)cc1	101	0.6
Cc1nc2c3ccccc3n3c(CCCC(=O)NCCc4ccc(Cl)cc4)nnc3n2n1	101	0
C=CCC(CC=C)(C(=O)O)c1ccccc1	100	-0.4
O=C(NCC(c1cccnc1)N1CCN(c2ccccc2)CC1)OCc1ccccc1 (stereo unspecified)	102	0.4
O=C(CC1CCCCC1)Nc1ccccn1	102	0.2
Later entries
SMILES	Polio RdRp inh	Polio RdRp inh FP z-score
Cc1c(O)c2ccccc2n(C)c1=O	103	0.3
Cc1ccc(S(=O)(=O)N(CC(=O)NCc2ccncc2)C2CCCCC2)cc1	97	-0.4
O=C(CCNS(=O)(=O)c1ccc(Br)s1)Nc1ccc(Br)cc1	109	0.9
O=C1c2cccc3cccc(c23)N1CN1CCN(c2ccccc2)CC1	99	-0.5
CC(=O)c1cccc(NC(=O)CN2C(=O)CC(c3ccc(C)cc3C)=Nc3ccccc32)c1	108	0.3
CCc1cc2c(SCC(=O)c3ccc(Br)cc3)ncnc2s1	101	-0.1
CC(C)N(Cc1ccccc1)S(=O)(=O)c1ccc(C#N)cc1	101	0
Cc1cc(C)cc(NC(=O)CSCCn2c(C)csc2=O)c1	103	-0.1
CCOC(=O)COc1cccc2c(=O)n(CC(=O)N3CCCCC3)ccc12	104	0.5
O=C(CCNS(=O)(=O)c1ccc2c(c1)CCCC(=O)N2)NCc1ccc(Cl)cc1	104	-0.8
CC(C)(C)n1ncc(C(=O)O)c1C1CCNCC1	99	-0.7
Cc1cc2c([nH]c(=O)c3c(=O)[nH]c(C(F)(F)F)nc32)s1	103	0.5
NC(=O)C1CCCN(C(=O)Cc2n[nH]c(=O)c3ccccc23)C1 (stereo unspecified)	100	-0.5
Cc1ccc(-c2cc(C(=O)NCc3cnn(C)c3C)c3cc(Br)ccc3n2)cc1	104	-0.4
CCN(CC)c1ccc(CN2CC=C(c3ccc(F)cc3)CC2)cc1	101	0.4
Cc1ccc(C(=O)C2C(=O)N(c3ccccc3)C(=O)N(c3ccccc3)C2=O)cc1	101	-0.3
CN(C)CCCNc1oc(/C=C/c2ccc(F)cc2)nc1C#N	116	1.9
O=c1c2ccccc2nnn1CSc1ccc2c(c1)OCCO2	101	-0.1
CCOC(=O)c1noc2ncnc(Nc3cccc(C(F)(F)F)c3)c12	108	0.5
CCOC(=O)c1cnc2cc(Cl)c(OC)cc2c1Nc1ccc(Br)cc1C	99	-1.8
COc1ccc(C2NC(=S)NC(C)=C2C(=O)Nc2ccccn2)cc1OC (stereo unspecified)	101	-0.2
CCc1ccc2oc(=O)cc(CN(CC)CCO)c2c1	105	1
CC1CCc2c(sc3nnn(Cc4cccc(C(=O)OC(C)C)c4)c(=O)c23)C1 (stereo unspecified)	111	0.6
NC(=O)C1CCN(c2ncnc3c2cnn3-c2cccc(Cl)c2)CC1	106	-0.1
NC(=O)NC12CC3CC(CC(C3)C1)C2	104	0.5

Record cards, as listed above:
CC1CCc2c(sc3nnn(Cc4cccc(C(=O)OC(C)C)c4)c(=O)c23)C1 (stereo unspecified) in the list: Polio RdRp inh: 111; Polio RdRp inh FP z-score: 0.6
CCN(CC)c1ccc(CN2CC=C(c3ccc(F)cc3)CC2)cc1 in the list: Polio RdRp inh: 101; Polio RdRp inh FP z-score: 0.4

As entered above.
Cc1ccc(-c2cc(C(=O)NCc3cnn(C)c3C)c3cc(Br)ccc3n2)cc1 in Polio RdRp inh FP z-score has -0.4
COc1ccc(C2NC(=S)NC(C)=C2C(=O)Nc2ccccn2)cc1OC (stereo unspecified) in Polio RdRp inh FP z-score has -0.2
CCc1ccc2oc(=O)cc(CN(CC)CCO)c2c1 in Polio RdRp inh has 105
CC(C)(C)n1ncc(C(=O)O)c1C1CCNCC1 in Polio RdRp inh FP z-score has -0.7
CC1CCc2c(sc3nnn(Cc4cccc(C(=O)OC(C)C)c4)c(=O)c23)C1 (stereo unspecified) in Polio RdRp inh FP z-score has 0.6

2 compounds picked at random from the list so far, as already listed:
SMILES	Polio RdRp inh	Polio RdRp inh FP z-score
Cc1cc2c([nH]c(=O)c3c(=O)[nH]c(C(F)(F)F)nc32)s1	103	0.5
CCOC(=O)COc1cccc2c(=O)n(CC(=O)N3CCCCC3)ccc12	104	0.5

Following part:
SMILES	Polio RdRp inh	Polio RdRp inh FP z-score
Cc1ccc(S(=O)(=O)N2Cc3ccccc3CC2C(=O)N(C)C)cc1 (stereo unspecified)	100	-0.7
O=C1C=CC(=NS(=O)(=O)c2ccc(F)cc2)C=C1	100	-0.2
COc1ccc(F)cc1S(=O)(=O)Nc1cccc(-c2ccc(N3CCCCCC3)nn2)c1	110	1
C/C(=N\NC(=Nc1ccccc1)c1ccccn1)c1ccccn1	99	-0.1
Cc1cccc(N2CCCn3c2nc2c3c(=O)n(C)c(=O)n2C)c1	102	0.2
O=C(NCc1ccccc1)c1cc(-c2cccc(Cl)c2)on1	107	0.6
COc1cccc(CN(C(=O)c2oc3ccc(Br)cc3c2C)C2CCS(=O)(=O)C2)c1 (stereo unspecified)	103	-0.9
COc1cc(OC)cc(C(=O)N2c3ccc(F)cc3CCC2C)c1 (stereo unspecified)	102	0.5
N#C/C(=C\c1cc(C(F)(F)F)cc(C(F)(F)F)c1)S(=O)(=O)c1ccccc1	100	-0.5
COCCNC(=O)C1c2ccccc2C(=O)N(CCOC)C1c1ccc(F)cc1 (stereo unspecified)	100	-0.1
O=C(C1CC(=O)N(C2CCCCC2)C1)N1CCCc2ccccc21 (stereo unspecified)	103	0.6
CSc1cccc(NC(=O)CN2C(=O)CCc3cc(S(=O)(=O)N4CCCCC4)ccc32)c1	107	0.2
CCOc1ccc(-c2c(C)nn3c(C)c(C(=O)NCCN(C)C)cnc23)cc1OCC	100	-0.5
COc1ccccc1Cn1ccn(CC(=O)Nc2c(C)cc(C)cc2C)c(=O)c1=O	108	0.4
COc1ccc(OCc2nc(C#N)c(N3CCOCC3)o2)cc1	103	0.4
CC(C)CC(C(=O)Nc1cc(C(F)(F)F)ccc1N1CCOCC1)N1C(=O)C2CC=CCC2C1=O (stereo unspecified)	99	-0.4
N#CCn1c(C[S+]=C=N)nc2ccccc2c1=O	100	-0.1
Fc1c(F)c(F)c(C=Nc2ccccc2N2CCOCC2)c(F)c1F	105	1.7
Cc1cc(C)c(C#N)c(N2C3CCC2CC(O)(c2ccc(F)cc2)C3)n1 (stereo unspecified)	106	0.2
CCOc1ccc(NC(=O)CCc2c(C)nc3c(c(C)nn3C(C)(C)C)c2C)cc1	100	-0.2
COC(=O)CNC(=O)c1cc2sccc2n1Cc1ccccc1	105	1.4
On1nnc2ccccc21	102	-0.1
CCOc1ccccc1NC(=O)CSc1nc2ccccc2nc1Cc1ccc(C)cc1	106	-0.1
CC1Cc2ccccc2N1C(=O)CSc1nnc(N)s1 (stereo unspecified)	99	-1.1
CCOC(=O)C1CCCN(C(=O)CN2C(=O)c3ccccc3S2(=O)=O)C1 (stereo unspecified)	102	0
Following part:
SMILES	Polio RdRp inh	Polio RdRp inh FP z-score
COc1ccccc1C(=O)CN1CCCCC1C (stereo unspecified)	107	0.6
COc1cc(-c2nc(SCC(=O)Nc3ccc4c(c3)OCO4)c(-c3ccccc3)[nH]2)cc(OC)c1OC	112	0.1
CCOC(=O)c1ccccc1NC(=O)CSc1nc2ncccc2o1	106	0
NC(=O)c1ccc(NC(=O)c2ccccc2OC(F)F)cc1	98	-0.8
CCn1c(=O)c2sccc2n2c(CCCC(=O)N3CCC(C(N)=O)CC3)nnc12	103	0.7
CCCCOc1ccc(C(=O)NCCc2sc(-c3cccc(F)c3)nc2C)cc1	104	-0.7
COC(=O)C1C(=O)C2=C(CC1C)NC(C)=C(C(=O)OC1CCCCC1)C2c1ccc(N(C)C)cc1 (stereo unspecified)	100	-0.1
Cc1csc(SCc2cccc(S(=O)(=O)N(C)C)c2)n1	102	-0.1
CC1(C)CC(=O)c2c(Cc3ccccc3)n[nH]c2C1	101	-0.4
CCN1CCN(c2oc(/C=C/c3ccccc3OC)nc2C#N)CC1	112	0.9
Cc1c2cnn(CC(=O)Nc3cccc(C(F)(F)F)c3)c(=O)c2c(C)n1Cc1ccccc1Cl	103	-0.6
COc1ccc(S(=O)(=O)Nc2cccc(-c3ccc(N4CCCCCC4)nn3)c2)c(OC)c1	107	0.3
Cc1ccccc1C1C(C#N)=C(N)SC(N)=C1C#N	46	-4.5
CCCOC1(C(F)(F)F)NC(=O)N(c2cccc(Cl)c2)C1=O (stereo unspecified)	102	-0.1
CCCN1C(C(=O)c2ccccc2)=C(OC(=O)c2ccc(C)cc2)c2ccccc2S1(=O)=O	109	0.2
O=C(Cn1[nH]c(=O)c2ccccc2c1=O)NCCN1C(=O)S/C(=C\c2ccccc2)C1=O	102	-0.3
S=C(NCCNc1ccccn1)NC1CC1	103	0
COc1ccc(NCc2nc3ccccc3n2CCOc2ccc(C)cc2)cc1	105	0.1
CCOc1ccc(-c2c(C)nn3c(C)c(C(=O)NCc4ccc(C)o4)cnc23)cc1OCC	106	0
O=C1/C(=C/c2cccs2)CN(Cc2ccccc2)C/C1=C\c1cccs1	104	0.9
C(=C\c1cccs1)/C1=NN(c2ccccc2)C(c2cccs2)C1 (stereo unspecified)	97	-1.3
Cc1cc(N)n(-c2ccc(F)cc2)n1	101	-0.2
Cc1ccc(C)c(NC(=O)C(=O)NCCc2csc(-c3cccc(F)c3)n2)c1	102	-1.2
CCN(C(=O)CSc1nc2ccccc2o1)C1=CCCC1	101	0
CCCCNCc1cccn1-c1sc2c(c1C#N)CCCC2	102	0.1
(more compounds)
SMILES	Polio RdRp inh	Polio RdRp inh FP z-score
Nc1nnc(SCc2cccc(S(=O)(=O)N3CCOCC3)c2)s1	101	-0.3
OC1CCC(NCC(O)COCc2ccccc2Cl)CC1 (stereo unspecified)	103	0.1
CS(=O)(=O)N1CCc2cc(C(=O)Cn3cc(C(F)(F)F)ccc3=O)ccc21	109	0.7
O=C1ON=C(c2ccccc2)/C1=C/c1ccco1	101	-0.2
COc1ccc(-n2c(SCC(N)=O)nc3c(c2=O)SCC3)cc1	103	0.4
CCN(C1=NC2CS(=O)(=O)CC2S1)c1ccc(OC)cc1 (stereo unspecified)	103	0
Cc1nc2sccn2c(=O)c1S(=O)(=O)NCc1ccc(F)cc1	112	0.8
CC1CCCCN1C(=O)CSc1nc(-c2ccc(F)cc2)cc(C(F)(F)F)n1 (stereo unspecified)	105	1.4
O=C(O)c1cccc(-c2ccc(/C=c3/sc4nc5ccccc5n4c3=O)o2)c1	68	-8.5
CCS(=O)(=O)N1CCC(C(=O)NCc2ccc(F)cc2Cl)CC1	102	0.2
O=C(C1CC(c2ccccc2O)=NO1)N1CCCC1 (stereo unspecified)	103	0.6
O=C(C1CCC(CNS(=O)(=O)c2ccc(Br)s2)CC1)N1CCN(c2ccccc2)CC1 (stereo unspecified)	106	-0.6
CCN(CC(=O)NCc1cccs1)C(=O)Cc1c(C)noc1C	99	-0.8
COc1ccc(S(=O)(=O)N2CCc3ccccc32)cc1C(=O)NC(C)(C)C	104	0.1
CC(C)=CC1C(C(=O)Nc2ccc(Cl)cn2)C1(C)C (stereo unspecified)	104	0.6
CN(C)S(=O)(=O)c1ccc(-c2csc(=Nc3ccccc3)n2CCN2CCOCC2)cc1	101	-0.1
Cc1cc(=O)oc2ccc(OCC(=O)N3CCOCC3)cc12	106	0.3

Exported with two lines to a compound: 6 of the compounds above
Below each compound: Polio RdRp inh, Polio RdRp inh FP z-score
O=C1ON=C(c2ccccc2)/C1=C/c1ccco1
 : 101, -0.2
COc1ccc(-n2c(SCC(N)=O)nc3c(c2=O)SCC3)cc1
 : 103, 0.4
CCN(C1=NC2CS(=O)(=O)CC2S1)c1ccc(OC)cc1 (stereo unspecified)
 : 103, 0
Cc1nc2sccn2c(=O)c1S(=O)(=O)NCc1ccc(F)cc1
 : 112, 0.8
CC1CCCCN1C(=O)CSc1nc(-c2ccc(F)cc2)cc(C(F)(F)F)n1 (stereo unspecified)
 : 105, 1.4
O=C(O)c1cccc(-c2ccc(/C=c3/sc4nc5ccccc5n4c3=O)o2)c1
 : 68, -8.5

Screening results as filed in PubChem BioAssay.
